STAT3 inh: reduces IL-6 driven STAT3 reporter signal. U3A cells, IL-6 STAT3-luciferase reporter, luminescence; host cell line lacks STAT1. inhibition, % at 5.5 µM. 190,000 compounds, 0.89% hits. AID 862;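 active = inhibition above the mean inhibition across all screened compounds plus 3 SD, cut at about 44% in these data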;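 note: 0% = DMSO only wells and 100% = 100 µM nifuroxazide control wells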
NF-kB expr up: NF-kB expression increase, human neuronal cells. NF-kB reporter expression; active compounds read high. fold change at 12.5 µM. 190,000 compounds, 1.6% hits. AID 1239; in the data active = fold change above about 3.3
STAT3 activator: increases IL-6 driven STAT3 reporter signal; 190,000 compounds, 0.91% hits; activation (% of control), % at 5.6 µM; U3A cells, IL-6 STAT3-luciferase reporter, luminescence; 100% = signal with IL-6 EC80 alone; AID 871;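 active = activation above the screen-wide mean of compound activation plus 3 SD, cut at about 130% in these data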;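 note: 0% = background luminescence of wells with medium and substrate only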
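Material: STAT1-lacking human U3A cells, STAT3 luciferase reporter | Benchmarks: IL-6-only wells as 100% reference | Probe or stimulus: IL-6 (33 ng/mL) | Timing: Compound 1 h, then IL-6 6 h at 37 °C | Detection: Luminescence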
RAM network inh: inhibitors of the yeast RAM network; AID 868; 190,000 compounds, 1.8% hits; inhibition, % at 50 µM; S. cerevisiae dse1pr::URA3 reporter, 5-FOA growth OD615, 2 d; analog-sensitive cbk1-as2 kinase mutant strain;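 active = inhibition above a set limit, 3 SD over mean compound inhibition, cut at about 8.4% in these data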;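 note: 0% = DMSO-only wells with no growth and 100% = 10 µM 1-NA-PP1 full growth; inhibition rescues growth on 5-FOA so higher OD means more RAM inhibition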
Hsp70 activator: transcriptional activators of Hsp70. HeLa Hsp70 promoter luciferase reporter, luminescence; scaled: vehicle 0, proteasome-inhibitor control 100%. activation, % at 10 µM. 200,000 compounds, 0.04% hits;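 active = activation above the mean across all tested compounds plus 3 SD, cutoff set per campaign, cut at about 5.5% in these data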;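 note: 100% = MG132 at 30 µM as the positive control and 0% = DMSO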
STAT1 inh: inhibitors of IFN-gamma induced STAT1 signaling; NIH 3T3 STAT1-luciferase reporter, luminescence; inhibition, % at 5.5 µM; 200,000 compounds, 0.35% hits; AID 920;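 active = inhibition above a set limit, the mean inhibition across all tested compounds plus 3 SD, cut at about 34% in these data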;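 note: 0% = IFN-gamma with DMSO and 100% = IFN-gamma with 300 µM nifuroxazide; values of inactives mirror those of a sister screen read the other way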
STAT1 act: activators of IFN-gamma induced STAT1 signaling; activation (% of control), % at 5.5 µM; 200,000 compounds, 2.6% hits; NIH 3T3 STAT1-luciferase reporter, luminescence; 100% = IFN-gamma alone, no compound;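 active = activation above the screen-wide mean activation plus 3 SD, cut at about 130% in these data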;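 note: raw ratio to IFN-gamma control signal so 100% means no change and 0% no light; values of inactives mirror those of a sister screen read the other way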
APP 5'UTR act: activates APP 5'UTR luciferase reporter; SH-SY5Y APP 5'UTR luciferase reporter, luminescence; zero percent = DMSO vehicle wells; AID 1276; 190,000 compounds, 1% hits; activation, % at 2 µM;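 active = activation above a set limit, based on mean plus 3 SD of controls, cut at about 140% in these data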; note: values of inactives mirror those of a sister screen read the other way
FLuc inh counter: inhibits firefly luciferase, flagging false hits in luciferase inhibition screens; P08659; ATPLite firefly luciferase biochemical luminescence, 10 min; inhibition, % at 10 µM; 200,000 compounds, 1.5% hits;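 active = inhibition above about 50% when tested at 10 µM, limit read from the data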
Target sequence (P08659 whole entry, looked up): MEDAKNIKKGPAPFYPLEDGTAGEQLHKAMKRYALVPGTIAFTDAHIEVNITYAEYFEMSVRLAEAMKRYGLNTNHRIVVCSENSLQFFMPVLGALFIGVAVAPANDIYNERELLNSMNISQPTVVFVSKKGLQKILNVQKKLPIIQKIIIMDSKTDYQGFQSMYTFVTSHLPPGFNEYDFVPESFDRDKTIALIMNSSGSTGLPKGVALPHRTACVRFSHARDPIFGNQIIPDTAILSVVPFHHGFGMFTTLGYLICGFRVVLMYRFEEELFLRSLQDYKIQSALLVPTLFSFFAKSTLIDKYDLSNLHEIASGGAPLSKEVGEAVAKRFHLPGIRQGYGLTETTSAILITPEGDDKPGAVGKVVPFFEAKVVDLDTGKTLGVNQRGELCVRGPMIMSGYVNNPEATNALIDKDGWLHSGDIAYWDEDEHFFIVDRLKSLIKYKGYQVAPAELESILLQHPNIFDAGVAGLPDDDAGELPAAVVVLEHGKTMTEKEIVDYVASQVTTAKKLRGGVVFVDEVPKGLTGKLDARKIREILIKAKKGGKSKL
APP 5UTR inh: APP translation inhibition. SH-SY5Y APP 5'UTR-luciferase reporter, luminescence. inhibition, % at 2 µM. 190,000 compounds, 0.82% hits;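 active = inhibition above a set limit, derived from the sample mean plus 3 SD, cut at about 45% in these data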; note: values of inactives mirror those of a sister screen read the other way
Active calls of the source: *.

Screening Cc1ccc(N(C(C)C(=O)Nc2ccc(S(=O)(=O)N3CCOCC3)cc2)S(C)(=O)=O)cc1 (stereo not drawn) returned STAT3 inh -2.2, NF-kB expr up 1.14, STAT3 activator 105.3, RAM network inh 0.0, Hsp70 activator -0.1, STAT1 inh -5.8, STAT1 act 105.3, APP 5'UTR act -11.7, FLuc inh counter -5.4 and APP 5UTR inh 11.7.
For C=C(C)Cn1c(N(CCO)Cc2ccccc2)nc2c1c(=O)[nH]c(=O)n2C the results were STAT3 inh -0.9, NF-kB expr up 0.96, STAT3 activator 105.1, RAM network inh 0.3, Hsp70 activator -0.3, STAT1 inh 3.1, STAT1 act 97.2, APP 5'UTR act 9.2, FLuc inh counter -5.3 and APP 5UTR inh -9.2.
`CC1CCc2c(c3ccccc3[nH]c2=O)O1` (stereo not drawn) gave STAT3 inh 13.3, NF-kB expr up 1.42, STAT3 activator 87.9, RAM network inh 1.1, Hsp70 activator -0.4, STAT1 inh 10.3, STAT1 act 90.5, APP 5'UTR act 6.6, FLuc inh counter -8.1 and APP 5UTR inh -6.6.
For O=C(CNC(=O)c1ccco1)OCc1cccc(Cl)c1 the results were STAT3 inh 15.6, NF-kB expr up 1.32, STAT3 activator 91.3, RAM network inh 2.9, Hsp70 activator -0.5, STAT1 inh -2.9, STAT1 act 102.6, APP 5'UTR act -1.8, FLuc inh counter 0.2 and APP 5UTR inh 1.8.
`Cc1ccc2c(C(=O)CN3CCN(c4ccccc4)CC3)c(C)[nH]c2c1` gave STAT3 inh 9.3, NF-kB expr up 1.26, STAT3 activator 95.4, RAM network inh 1.5, Hsp70 activator -0.4, STAT1 inh 0.3, STAT1 act 99.7, APP 5'UTR act -3.4, FLuc inh counter -4.0 and APP 5UTR inh 3.4.
`O=C(c1c(Cl)nc2sccn12)N(C(=O)c1c(Cl)nc2sccn12)c1ccc(Cl)cn1` gave STAT3 inh -24.1, NF-kB expr up 2.75, STAT3 activator 118.3, RAM network inh 4.0, Hsp70 activator 0.1, STAT1 inh -11.0, STAT1 act 110.1, APP 5'UTR act 126.9, FLuc inh counter 2.1 and APP 5UTR inh -126.9.
For Cc1ccc(CS(=O)(=O)CCC(=O)NCCN2CCCCC2C)cc1 (stereo not drawn) the results were STAT3 inh -4.6, NF-kB expr up 0.88, STAT3 activator 106.0, RAM network inh -1.7, Hsp70 activator -0.3, STAT1 inh 2.2, STAT1 act 98.0, APP 5'UTR act 7.5, FLuc inh counter -2.1 and APP 5UTR inh -7.5.
Screening CCN(CC)S(=O)(=O)c1cccc(-c2nn(-c3ccccc3)cc2/C=C(\C#N)C(=O)NCc2ccco2)c1 returned STAT3 inh 6.3, NF-kB expr up 1.13, STAT3 activator 95.8, RAM network inh 3.4, Hsp70 activator -0.2, STAT1 inh 7.0, STAT1 act 93.0, APP 5'UTR act 14.1, FLuc inh counter -8.2 and APP 5UTR inh -14.1.
`CCOC(=O)N1CCC(N2CCN(S(=O)(=O)c3ccc(Cl)cc3)CC2)CC1` gave STAT3 inh 2.5, NF-kB expr up 1.03, STAT3 activator 103.9, RAM network inh 2.9, Hsp70 activator -0.7, STAT1 inh 3.9, STAT1 act 96.4, APP 5'UTR act -22.2, FLuc inh counter 0.3 and APP 5UTR inh 22.2.
Screening O=C(O)c1cccc(NS(=O)(=O)/C=C/c2ccccc2)c1 returned STAT3 inh 16.7, NF-kB expr up 0.93, STAT3 activator 91.7, RAM network inh -0.1, Hsp70 activator -0.3, STAT1 inh -5.6, STAT1 act 105.1, APP 5'UTR act 1.7, FLuc inh counter -6.9 and APP 5UTR inh -1.7.
For CCC(C)NC(=O)Nc1ccccc1F (stereo not drawn) the results were STAT3 inh 0.9, NF-kB expr up 0.99, STAT3 activator 101.2, RAM network inh 2.7, Hsp70 activator -0.3, STAT1 inh 6.2, STAT1 act 94.5, APP 5'UTR act -4.5, FLuc inh counter -3.1 and APP 5UTR inh 4.5.
For CC(=O)Nc1ccc(S(=O)(=O)Oc2cccc(/C=N/N=C3/NC(=O)C(CC(=O)O)S3)c2)cc1 (stereo not drawn) the results were STAT3 inh 7.5, NF-kB expr up 1.14, STAT3 activator 97.6, RAM network inh 1.2, Hsp70 activator 0.1, STAT1 inh 0.1, STAT1 act 96.9, APP 5'UTR act -0.3, FLuc inh counter -0.7 and APP 5UTR inh 0.3.
O=C(Cn1c(=O)oc2ccccc21)NCCc1ccccc1Cl was read as STAT3 inh 12.3, NF-kB expr up 1.12, STAT3 activator 95.1, RAM network inh -0.4, Hsp70 activator -0.1, STAT1 inh -1.9, STAT1 act 100.4, APP 5'UTR act 5.4, FLuc inh counter -5.1 and APP 5UTR inh -5.4.
Screening COc1ccc(C(CNC(=O)c2ccc(S(=O)(=O)N(C)C)cc2)N2CCCCC2)cc1 (stereo not drawn) returned STAT3 inh 14.3, NF-kB expr up 0.97, STAT3 activator 91.4, RAM network inh 2.1, Hsp70 activator -0.2, STAT1 inh 2.1, STAT1 act 97.7, APP 5'UTR act 14.7, FLuc inh counter -7.6 and APP 5UTR inh -14.7.
Screening Cc1ccc(C(=O)COC(=O)CCCC(=O)NC2CCCCC2)cc1[N+](=O)[O-] returned STAT3 inh 2.9, NF-kB expr up 1.76, STAT3 activator 97.5, RAM network inh 2.5, Hsp70 activator -0.5, STAT1 inh 12.7, STAT1 act 88.7, APP 5'UTR act 17.9, FLuc inh counter -0.2 and APP 5UTR inh -17.9.
`O=C(/C=C/c1ccccc1)NC(NC(=S)Nc1ccc(C(=O)O)cc1)C(Cl)(Cl)Cl` (stereo not drawn) gave STAT3 inh -10.9, NF-kB expr up 1.07, STAT3 activator 105.2, RAM network inh 0.5, Hsp70 activator -0.3, STAT1 inh -15.2, STAT1 act 113.9, APP 5'UTR act 10.6, FLuc inh counter -1.1 and APP 5UTR inh -10.6.
Cc1ccc(N2CC(C(=O)N3CCc4ccccc4C3)CC2=O)cc1 (stereo not drawn) was read as STAT3 inh 15.3, NF-kB expr up 1.33, STAT3 activator 91.9, RAM network inh 4.6, Hsp70 activator -0.3, STAT1 inh -7.5, STAT1 act 106.8, APP 5'UTR act -15.8, FLuc inh counter -10.0 and APP 5UTR inh 15.9.
`CCCn1c(SCC(=O)Nc2ccccc2C(=O)OC)nc2c1c(=O)n(C)c(=O)n2C` gave STAT3 inh 1.6, NF-kB expr up 0.7, STAT3 activator 102.3, RAM network inh 7.8, Hsp70 activator -0.3, STAT1 inh 4.5, STAT1 act 95.9, APP 5'UTR act 10.4, FLuc inh counter -11.4 and APP 5UTR inh -10.4.
For O=c1c2c(-c3ccccc3)csc2ncn1/N=C/c1cccc([N+](=O)[O-])c1O the results were STAT3 inh -0.9, NF-kB expr up 0.83, STAT3 activator 106.3, RAM network inh -1.4, Hsp70 activator -0.1, STAT1 inh -5.0, STAT1 act 105.0, APP 5'UTR act -13.2, FLuc inh counter 1.4 and APP 5UTR inh 13.2.
O=C(CSc1n[nH]c(-c2ccccc2)n1)Nc1ncccn1 was read as STAT3 inh 17.1, NF-kB expr up 1.28, STAT3 activator 89.8, RAM network inh 2.0, Hsp70 activator -0.1, STAT1 inh -10.0, STAT1 act 108.0, APP 5'UTR act -9.1, FLuc inh counter 2.2 and APP 5UTR inh 9.1.
CC1(NC(=S)N(CCO)CCO)CCS(=O)(=O)C1 (stereo not drawn) was read as STAT3 inh -4.4, NF-kB expr up 1.28, STAT3 activator 106.6, RAM network inh 1.5, Hsp70 activator -0.2, STAT1 inh -2.3, STAT1 act 102.1, APP 5'UTR act -8.7, FLuc inh counter -1.9 and APP 5UTR inh 8.7.
Screening COc1ccc(NC(=O)CSCC(=O)N2c3ccccc3CCc3ccccc32)cc1 returned STAT3 inh 0.8, NF-kB expr up 0.85, STAT3 activator 102.4, RAM network inh 1.6, Hsp70 activator -0.4, STAT1 inh -2.0, STAT1 act 101.8, APP 5'UTR act 10.4, FLuc inh counter -6.1 and APP 5UTR inh -10.4.
`COC(=O)c1ccc(Cn2c(O)c(N=O)c3ccccc32)o1` gave STAT3 inh -4.5, NF-kB expr up 1.05, STAT3 activator 106.6, RAM network inh 0.0, Hsp70 activator 0.2, STAT1 inh 1.4, STAT1 act 98.7, APP 5'UTR act 7.6, FLuc inh counter -6.1 and APP 5UTR inh -7.6.
For C/C(=N\N=C1\NC(=O)CS1)c1cccs1 the results were STAT3 inh 10.8, NF-kB expr up 1, STAT3 activator 93.9, RAM network inh 0.2, Hsp70 activator -0.1, STAT1 inh -7.3, STAT1 act 105.6, APP 5'UTR act 2.3, FLuc inh counter 1.6 and APP 5UTR inh -2.3.
Screening Cn1cc(CN2CCN(c3ncccn3)CC2)c(-c2cccc(Cl)c2)n1 returned STAT3 inh 1.1, NF-kB expr up 0.93, STAT3 activator 102.2, RAM network inh 0.6, Hsp70 activator 0.1, STAT1 inh 7.2, STAT1 act 91.7, APP 5'UTR act 4.5, FLuc inh counter -1.4 and APP 5UTR inh -4.5.
`Cc1nn(Cc2c(F)c(F)c(F)c(F)c2F)c(C)c1NC(=O)c1c([N+](=O)[O-])c(C)nn1C` gave STAT3 inh 2.2, NF-kB expr up 1.12, STAT3 activator 98.4, RAM network inh 0.8, Hsp70 activator -0.4, STAT1 inh 3.8, STAT1 act 96.5, APP 5'UTR act 7.3, FLuc inh counter -11.5 and APP 5UTR inh -7.3.
c1csc(CNc2ncnc3nc[nH]c23)c1 was read as STAT3 inh 7.1, NF-kB expr up 0.98, STAT3 activator 94.3, RAM network inh 0.3, Hsp70 activator -0.1, STAT1 inh -0.6, STAT1 act 101.4, APP 5'UTR act -11.0, FLuc inh counter -3.9 and APP 5UTR inh 11.0.
Screening Cc1c(Cl)cccc1NC(=O)Cn1cccc1 returned STAT3 inh 10.0, NF-kB expr up 0.94, STAT3 activator 93.6, RAM network inh 2.3, Hsp70 activator 0.1, STAT1 inh 5.8, STAT1 act 94.7, APP 5'UTR act 12.5, FLuc inh counter -3.5 and APP 5UTR inh -12.5.
`CC(C)(C)SCCNC(=O)CN(c1ccc(F)cc1)S(C)(=O)=O` gave STAT3 inh 4.3, NF-kB expr up 1.39, STAT3 activator 99.9, RAM network inh 3.3, Hsp70 activator 0.1, STAT1 inh 1.6, STAT1 act 98.5, APP 5'UTR act 17.8, FLuc inh counter 4.9 and APP 5UTR inh -17.8.
CCNC(=S)Nc1ccccc1-c1ccccc1 was read as STAT3 inh 2.5, NF-kB expr up 1.03, STAT3 activator 101.2, RAM network inh 1.3, Hsp70 activator -0.3, STAT1 inh -5.0, STAT1 act 104.4, APP 5'UTR act 13.0, FLuc inh counter -7.2 and APP 5UTR inh -13.0.

Gathered by group: those above containing an aryl methoxy group (two)
Screening COc1ccc(C(CNC(=O)c2ccc(S(=O)(=O)N(C)C)cc2)N2CCCCC2)cc1 (stereo not drawn) returned STAT3 inh 14.3, NF-kB expr up 0.97, STAT3 activator 91.4, RAM network inh 2.1, Hsp70 activator -0.2, STAT1 inh 2.1, STAT1 act 97.7, APP 5'UTR act 14.7, FLuc inh counter -7.6 and APP 5UTR inh -14.7.
Screening COc1ccc(NC(=O)CSCC(=O)N2c3ccccc3CCc3ccccc32)cc1 returned STAT3 inh 0.8, NF-kB expr up 0.85, STAT3 activator 102.4, RAM network inh 1.6, Hsp70 activator -0.4, STAT1 inh -2.0, STAT1 act 101.8, APP 5'UTR act 10.4, FLuc inh counter -6.1 and APP 5UTR inh -10.4.

Source: PubChem
